# Source: PubChem (several laboratories)
# Arr AP2 block: inhibitors of beta-arrestin/AP2 binding, primary screen, biochemical, GPCR trafficking, flow cytometry | beta-arrestin 1 C-terminal peptide binding to AP2 beta2-adaptin appendage (human) | FITC-arrestin peptide / GST-AP2 beads; AP2 beta2 appendage carries R879A mutation | inhibition, % at 10 µM | actives 0.31% (n = 340,000);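 active = inhibition above a set limit, near 3 SD of compounds lacking own fluorescence, cut at about 54% in these data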;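 also: plate controls were DMSO wells for no effect and 5 µM unlabelled arrestin peptide for full effect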
#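 Test system: GST-tagged AP2 beta2-adaptin appendage (R879A) on 4 µm glutathione beads; also added: fluorescein-tagged arrestin peptide at 50 nM final; timing: 12 min plus 1 h, RT; signal: flow cytometry, FL1 (488/535 nm); read-out: percent drop in bead-associated FITC signal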
# MOR-DOR ag: agonists of OPRM1-OPRD1 heterodimerization, primary screen, cell-based, luminescence | activation, % at 9.3 µM | Mu-type opioid receptor (Homo sapiens) + Delta-type opioid receptor (Homo sapiens), … | actives 0.3% (n = 340,000) | cells; in the data active = activation above about 18%;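 also: 0% = vehicle-treated cells and 100% = reference agonist; values of inactives mirror those of a sister screen read the other way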
# PKA-R2B act: activators of PKA-R2B holoenzyme, primary screen, biochemical, fluorescence polarization, Cy5-IP20, human; cAMP-dependent protein kinase catalytic subunit beta (Homo sapiens) + cAMP-dependent …; activation, % at 11.4 µM; AID 504700, 2011; PKA-R2B holoenzyme dissociation; R2B truncated from residue 108, S112A mutant; 0% DMSO only, 100% 113 µM cGMP; actives 0.079% (n = 340,000);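 active = activation above a cutoff set at the mean over all compounds plus 3 SD, cut at about 18% in these data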;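 also: higher means more holoenzyme dissociation and a rise in polarization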
# Pemphigus Ab inh: inhibitors of pemphigus antibody binding to DSG3, primary screen, biochemical, bead-based, flow cytometry, scFv-GFP; binding (percent of control), % at 10 µM; AID 588358, 2011; DSG3-coupled beads, scFv-anti-DSG3-GFP binding; hits give low values; actives 0.48% (n = 310,000);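 active = binding more than 3 SD below its plate's average and above zero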;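 also: hits lower antibody fragment binding to DSG3; some compounds called inactive have numbers as strong as hits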
# DAGLB inh: DAGLB lipase inhibitors, primary screen, biochemical, fluorescence, HTS; Diacylglycerol lipase-beta (Homo sapiens), Q8NCG7; HEK293T DAGLB membrane lysate, EnzChek fluorogenic substrate; inhibition, % at 5.17 µM; actives 0.059% (n = 340,000); AID 504411, 2011; in the data active = inhibition above about 34%;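 also: 0% = enzyme with vehicle and 100% = wells lacking enzyme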
# Target sequence (Q8NCG7 whole entry, looked up): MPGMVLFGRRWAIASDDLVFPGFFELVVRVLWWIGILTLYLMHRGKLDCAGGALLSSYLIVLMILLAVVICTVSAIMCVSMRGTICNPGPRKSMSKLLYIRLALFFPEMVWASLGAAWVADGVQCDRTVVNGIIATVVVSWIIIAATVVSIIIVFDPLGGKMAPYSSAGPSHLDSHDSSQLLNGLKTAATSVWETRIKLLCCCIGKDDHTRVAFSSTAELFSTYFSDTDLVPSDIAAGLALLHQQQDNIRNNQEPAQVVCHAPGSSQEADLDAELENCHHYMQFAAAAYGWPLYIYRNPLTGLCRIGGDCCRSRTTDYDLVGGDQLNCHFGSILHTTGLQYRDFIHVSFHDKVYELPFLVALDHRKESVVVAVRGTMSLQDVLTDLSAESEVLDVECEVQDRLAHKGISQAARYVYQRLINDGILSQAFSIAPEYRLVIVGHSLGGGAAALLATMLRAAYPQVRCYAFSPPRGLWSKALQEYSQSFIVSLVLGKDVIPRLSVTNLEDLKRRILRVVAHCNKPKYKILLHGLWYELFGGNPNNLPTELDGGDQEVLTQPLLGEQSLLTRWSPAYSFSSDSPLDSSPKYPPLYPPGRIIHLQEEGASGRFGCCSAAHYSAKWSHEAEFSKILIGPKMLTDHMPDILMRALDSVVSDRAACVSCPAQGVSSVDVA
# V-ATPase pH: regulators of yeast V-ATPase proton pumping, primary screen, pHLuorin cytosolic pH fluorescence; actives 0.37% (n = 350,000); S. cerevisiae; response, % at 10 µM; in the data active = response mostly above about 7.3%, no sharp cut-off; inactive = mostly below about 5.4%; also: actives read high; inactives centre near 0; some compounds called inactive have numbers as strong as hits; reference of the scale not given here
# HTR5A inv ctr: HTR5A inverse agonists in luminescence cell assay, primary screen, counter-screen for OPRM1-OPRD1 heterodimer inverse agonist project, full-deck HTS | inhibition, % at 9.3 µM | actives 0.083% (n = 340,000) | 5-hydroxytryptamine receptor 5A (Homo sapiens), P47898 | HTR5A cell line, inverse agonism; in the data active = inhibition mostly above about 23%, no sharp cut-off; inactive = mostly below about 18%;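 also: 0% = cells with DMSO and 100% = no-cell wells with DMSO; some compounds called inactive have numbers as strong as hits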
# Target sequence (P47898 whole entry, looked up): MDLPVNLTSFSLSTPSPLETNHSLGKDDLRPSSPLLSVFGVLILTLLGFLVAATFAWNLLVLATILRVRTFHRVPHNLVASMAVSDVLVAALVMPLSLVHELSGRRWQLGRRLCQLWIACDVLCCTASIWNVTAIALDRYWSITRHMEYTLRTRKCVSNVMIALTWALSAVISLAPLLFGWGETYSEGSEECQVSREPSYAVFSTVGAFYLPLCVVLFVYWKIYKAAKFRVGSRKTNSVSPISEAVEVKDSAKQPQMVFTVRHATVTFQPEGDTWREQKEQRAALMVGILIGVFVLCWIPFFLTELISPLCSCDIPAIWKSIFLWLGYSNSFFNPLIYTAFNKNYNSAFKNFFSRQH
# HTR5A ag: HTR5A agonists in luminescence cell assay, primary screen, counter-screen for OPRM1-OPRD1 heterodimer agonist project, full-deck HTS. actives 0.61% (n = 340,000). cell-based. 5-hydroxytryptamine receptor 5A (Homo sapiens), P47898. AID 504692, 2011. activation, % at 9.3 µM; in the data active = activation mostly above about 9.5%, no sharp cut-off; inactive = mostly below about 7.6%;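 also: 0% = cells with vehicle only and 100% = reference agonist; strong numbers were not always called active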
# PKA-R1A activ: activators of PKA-R1A holoenzyme, primary screen, biochemical, fluorescence polarization, Cy5-IP20, bovine R1A, mouse PKAc; activation, % at 11.4 µM; cAMP-dependent protein kinase type I-alpha regulatory subunit (Bos taurus) + …; PKA-R1A dissociation; scaled: DMSO 0%, 113 µM cGMP 100%; actives 0.083% (n = 340,000);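 active = percent activation above the mean of all tested compounds plus 3 SD, cut at about 19% in these data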;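 also: higher means more PKAc released from R1A so a rise in polarization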
# MOR-DOR inv ag: inverse agonists of MOR-DOR heterodimerization, primary screen, cell-based, luminescence; cell-based MOR-DOR heterodimer luminescence, inverse agonism; Mu-type opioid receptor (Homo sapiens) + Delta-type opioid receptor (Homo sapiens), …; AID 504357, 2011; inhibition, % at 9.3 µM; actives 0.21% (n = 340,000); in the data active = inhibition above about 22%, passing the limit was not always enough;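 also: 0% = cells with DMSO and 100% = wells without cells with DMSO; values of inactives mirror those of a sister screen read the other way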
# Numbers without * were called inactive; x = no result given. No enrichment for hits. Share with any hit: about 2.4%.
SMILES,Arr AP2 block,MOR-DOR ag,PKA-R2B act,Pemphigus Ab inh,DAGLB inh,V-ATPase pH,HTR5A inv ctr,HTR5A ag,PKA-R1A activ,MOR-DOR inv ag
O=C(Oc1ccc2c(=O)c(Oc3ccc4ccccc4c3)coc2c1)c1cncc(Br)c1,-12,-2.7,-1,69,-4,3,-2,-2,-3,14
Cc1ccc(Nc2cc(=O)[nH]c(=O)[nH]2)c(C)c1,-3,-4.0,-8,110,3,3,-7,3,-4,19
O=C(O)CCc1ccc(S(=O)(=O)N2CCOCC2)cc1,1,-1.3,-3,123,3,4,-7,-2,-5,7
NC(=O)NC(=O)COC(=O)c1sc2ccccc2c1Cl,-17,-3.6,-5,92,1,3,-26,8,-1,19
COc1ccc(NC(=O)CSc2nnnn2C2CCCC2)cc1,-6,-1.4,-2,92,1,6,-1,0,-5,6
CC(=O)Nc1ccc(NC(=O)C2CC(=O)N(c3ccccc3Cl)C2)cc1 (configuration not stated),-8,-2.1,8,120,-3,0,-13,5,-19,10
O=C(c1ccco1)N1CCN(C(=O)C2CC(c3ccc(Cl)c(Cl)c3)=NO2)CC1 (configuration not stated),-10,-1.7,-5,102,2,-2,-26,5,-1,10
CCOc1ccccc1C(=O)NCC(=O)NCC(C)(C)N1CCOCC1,32,-0.8,4,98,-1,1,-11,4,3,3
O=C(NC1CC1)C1=C[C@H](c2c[nH]c3ccccc23)C[C@H](OCc2ccc(CO)cc2)O1,14,2.8,-3,109,4,3,16,-6,-6,-15
Cc1nc(C)c(-c2nnc(-c3ccccc3Cl)o2)cc1C(=O)NN,1,0.0,-3,88,0,2,10,-1,-11,0

# 3 compounds from above, limited to PKA-R1A activ.
Molecule | PKA-R1A activ
NC(=O)NC(=O)COC(=O)c1sc2ccccc2c1Cl | -1
COc1ccc(NC(=O)CSc2nnnn2C2CCCC2)cc1 | -5
CC(=O)Nc1ccc(NC(=O)C2CC(=O)N(c3ccccc3Cl)C2)cc1 (configuration not stated) | -19

# (listing goes on)
SMILES,Arr AP2 block,MOR-DOR ag,PKA-R2B act,Pemphigus Ab inh,DAGLB inh,V-ATPase pH,HTR5A inv ctr,HTR5A ag,PKA-R1A activ,MOR-DOR inv ag
Nc1ccc(NC(=O)NC2CCCCC2)cc1,-17,-2.3,5,113,4,-3,6,-2,-12,12
Nc1cc(=O)[nH]c(SCC(=O)Nc2cccnc2Cl)n1,4,2.9,-5,125,1,4,-17,1,-2,-23
CN(NC(=O)Nc1ccc(Cl)cc1)c1c(Cl)c(Cl)nn1C,6,0.2,8,100,2,-1,-3,1,-10,-2
Cc1ccc(S(=O)(=O)N2CCCCC2CCNC(=O)C(=O)NCc2ccccc2C)cc1 (configuration not stated),-2,-0.7,-2,101,3,-4,24,1,-5,4
CCCCN=c1sc(C(=O)OC)cc(=O)n1CCCC,0,1.9,2,99,-1,5,7,-2,12,-10
Cc1ccc(NC(=O)CSc2nc3ncc(Cl)cc3[nH]2)c(C)c1,8,-2.6,6,97,0,-2,2,2,7,13
COCCCn1c(=N)c(C(=O)NCc2ccc3c(c2)OCO3)cc2c(=O)n3ccccc3nc21,8,-3.2,-5,107,3,1,5,2,4,15
COc1ccc(CNC(=O)/C=C/c2ccc(OCCCF)cc2)cc1OC,8,-2.4,13,114,-3,-3,13,-3,4,11
O=C1CC(SCCc2nc3ccccc3[nH]2)C(=O)N1c1ccc(F)c(Cl)c1 (configuration not stated),6,-2.2,-4,96,-2,x,-27,-5,-6,13
COc1ccccc1-n1c(SCC(=O)N2CCCCC2)nc2cccnc21,-5,-2.4,-4,105,-1,-2,10,-3,5,13
O=C(NCc1ccncc1)c1nnc(Cc2c(F)cccc2Cl)o1,5,0.1,-4,x,-1,0,-7,5,-7,-1
O=C(CCCCCN1C(=O)CCC1=O)Nc1ccc(Br)cc1F,4,-0.7,5,x,1,-1,9,5,-1,3
CCOc1ccc(C2=Nn3c(CC)nnc3SC2)cc1,8,0.5,0,x,-5,-4,8,0,7,-2
O=C(NC1CCCCCCC1)c1cccc(S(=O)(=O)N2CCOCC2)c1,-2,0.2,-13,104,1,-4,-6,2,-16,-1
c1ccc(COc2ccc(Oc3nc(N4CCCCC4)nc(N4CCOCC4)n3)nn2)cc1,8,0.7,-4,104,-4,0,-8,3,-3,-4
CCCOc1ccc(C(=O)Nc2ccc(N3CCN(C(=O)c4ccco4)CC3)cc2)cc1,33,23*,3,95,1,1,3,0,-5,-119
Cc1ccc(S(=O)(=O)c2nc(-c3ccc(F)cc3)oc2SCC(N)=O)cc1,7,0.4,4,99,0,1,6,-1,-3,-2
COc1ccc(N2CCN(C(=O)c3ccc(-n4nc(C)cc4C)cc3)CC2)cc1,-16,-3.3,-4,106,0,0,3,-2,-1,15
CSc1ccc(/C=C(/NC(=O)c2ccccc2)C(=O)NCCN2CCOCC2)cc1,-10,-2.0,0,x,-2,6,-8,3,-3,10
Nc1nnc(/C=C/c2ccccc2)s1,8,-0.6,-3,97,-3,-1,-9,-2,-3,3
COC(=O)c1ccc(NC(=O)CSC2=Nc3ccccc3C3CC=NN23)cc1 (configuration not stated),9,1.7,-4,102,-1,-1,10,-2,-6,-8
COc1ccc(N=Cc2c(O)cc(C)oc2=O)cc1,-12,-3.4,-1,112,-2,-1,4,4,7,16
O=C(O)CCCNS(=O)(=O)c1ccc(F)cc1,-2,-3.5,-3,85,0,1,-12,-2,3,18
Cc1ccc(N2C(N)=C(C#N)C(c3ccsc3)C3=C2CC(C)(C)CC3=O)cc1 (configuration not stated),6,0.6,3,106,0,-5,-6,0,1,-3
O=C1OCC/C1=C\c1ccc(O)cc1,-5,-3.0,7,104,1,-1,13,-4,4,15
C=CCNC(=O)C1CC(=O)N(c2ccc(OCC(=O)Nc3ccc(CC)cc3)cc2)C1 (configuration not stated),8,-2.2,5,x,1,0,11,-3,2,13
COc1cccc(Nc2cc(C)c3ccccc3n2)c1,10,5.9,-1,109,-2,0,-9,2,-5,-28
O=C(Oc1ccccc1[N+](=O)[O-])c1cccnc1,29,-1.3,-1,114,3,7,-1,1,-7,6
CCn1cc(Cl)c(C(=O)Nc2ccc(OC)c(OC)c2)n1,8,0.8,2,94,0,1,-2,1,-6,-6
CCCn1c(=O)c(F)cn(Cc2ccc(OC)c([N+](=O)[O-])c2)c1=O,6,-0.4,6,94,0,-1,-3,1,9,2
CCCCNC(=O)CSc1nc(Cc2ccccc2)nc2ccccc12,-11,-3.2,-8,94,-1,0,4,-1,-13,15
CCN1CCN(S(=O)(=O)c2cc(C(=O)O)ccc2Cl)CC1,-31,1.2,-6,98,1,1,4,-1,-2,-7
Cc1sc2nc(CN3CCCCC3)nc(Cl)c2c1C,0,-2.3,-6,93,-1,-1,18,-7,2,14
O=[N+]([O-])c1ccc(NCc2ccc(Cl)cc2)nc1,42,-2.5,6,95,-3,-5,-13,5,-3,13
O=C(CC1(O)C(=O)Nc2cc(Cl)cc(Cl)c21)c1ccncc1 (configuration not stated),7,-5.2,-8,102,0,4,1,-2,15,29*
O=c1oc(/C=C/c2ccccc2)nc2ccccc12,10,-1.2,-4,90,6,3,-17,7,-5,6
Cc1cc(C)c2nc(N(CCCN(C)C)C(=O)c3ccc(S(=O)(=O)N4CCCCCC4)cc3)sc2c1,-3,4.9,-6,101,0,2,23,0,-3,-31
COc1ccc(OC)c(NC(=O)CNC(c2ccccc2)c2ccccc2)c1,10,2.6,-1,103,-8,2,8,-2,-1,-12
O=C1N(CC(=O)N2CCc3ccccc32)CCN1Cc1ccccc1Cl,-1,-1.7,10,109,0,0,1,0,1,10
CCCOCC1CC2(SC(=Nc3ccc(C)cc3)NC2=O)C(=O)O1 (configuration not stated),4,-0.2,-12,105,2,-1,11,6,0,1
COc1cccc(CNC(=O)CC2C(=O)NCCN2Cc2ccoc2)c1OC (configuration not stated),0,-1.4,4,103,-1,13,-13,5,-10,7
CC(C)CCNC(=O)c1cc([N+](=O)[O-])ccc1N1CCOCC1,-3,-2.9,3,103,1,2,0,-2,5,13
COc1ccc(Nc2nc(NCCN3CCOCC3)nc(Nc3ccc(OC)cc3)n2)cc1,0,0.7,-11,108,4,-3,7,-2,-3,-3
CCO[C@@H]1OC(C(=O)Nc2ccccc2)=C[C@H](c2ccc3c(c2)OCO3)[C@H]1CCCO,-3,-0.1,-7,104,-5,3,-32,-3,-6,0

# By substructure: the compounds so far containing an aryl thioether with sulfur outside any ring
SMILES,Arr AP2 block,MOR-DOR ag,PKA-R2B act,Pemphigus Ab inh,DAGLB inh,V-ATPase pH,HTR5A inv ctr,HTR5A ag,PKA-R1A activ,MOR-DOR inv ag
COc1ccc(NC(=O)CSc2nnnn2C2CCCC2)cc1,-6,-1.4,-2,92,1,6,-1,0,-5,6
Nc1cc(=O)[nH]c(SCC(=O)Nc2cccnc2Cl)n1,4,2.9,-5,125,1,4,-17,1,-2,-23
Cc1ccc(NC(=O)CSc2nc3ncc(Cl)cc3[nH]2)c(C)c1,8,-2.6,6,97,0,-2,2,2,7,13
COc1ccccc1-n1c(SCC(=O)N2CCCCC2)nc2cccnc21,-5,-2.4,-4,105,-1,-2,10,-3,5,13
Cc1ccc(S(=O)(=O)c2nc(-c3ccc(F)cc3)oc2SCC(N)=O)cc1,7,0.4,4,99,0,1,6,-1,-3,-2
CSc1ccc(/C=C(/NC(=O)c2ccccc2)C(=O)NCCN2CCOCC2)cc1,-10,-2.0,0,x,-2,6,-8,3,-3,10
CCCCNC(=O)CSc1nc(Cc2ccccc2)nc2ccccc12,-11,-3.2,-8,94,-1,0,4,-1,-13,15
